Screens from PubChem.
Tcruzi prolif – T. cruzi proliferation inhibition. T. cruzi beta-gal in NIH3T3, GalScreen luminescence, 90 h. inhibition, % at 8.34 µM. actives 5.9% (n = 77,000). AID 624255;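 active = mean inhibition above about 93%, with at least 55% of replicates each passing it, limit read from the data, passing the limit was not always enough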
KDM4C inh – KDM4C (human) demethylase inhibition; AID 720574; inhibition, % at 12.5 µM; Q9H3R0; GST-KDM4C 2-372, H3K9me3 peptide, LANCE TR-FRET; actives 0.15% (n = 96,000);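 active = mean replicate inhibition above about 25%, with at least 55% of replicates also reaching it, limit read from the data, passing the limit was not always enough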
Target sequence (Q9H3R0 2-372 limits assumed): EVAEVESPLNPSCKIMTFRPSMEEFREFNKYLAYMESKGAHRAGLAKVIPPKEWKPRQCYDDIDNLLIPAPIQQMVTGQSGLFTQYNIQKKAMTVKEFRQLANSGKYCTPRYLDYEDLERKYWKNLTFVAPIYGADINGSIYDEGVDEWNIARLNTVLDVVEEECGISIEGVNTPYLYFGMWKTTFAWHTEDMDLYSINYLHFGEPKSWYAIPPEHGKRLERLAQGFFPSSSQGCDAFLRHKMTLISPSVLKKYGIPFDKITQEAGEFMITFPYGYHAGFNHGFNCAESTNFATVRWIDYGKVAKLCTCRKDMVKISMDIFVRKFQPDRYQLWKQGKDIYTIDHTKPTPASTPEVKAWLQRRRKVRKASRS
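System: N-terminal GST-fused human GASC-1 (KDM4C) fragment, residues 2-372 / Amount: 10 nM GST-KDM4C in enzyme reaction / Also added: H3K9me3 peptide with Fe(II)/2OG / Times: 30 min demethylation and 1 h detection at room temperature / Signal: LANCE TR-FRET / Read-out basis: Fall in 671/618 emission ratio as inhibition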
Pf Dd2 inh – blocks growth of Plasmodium falciparum Dd2 parasites; activity change, % at 10 µM; P. falciparum Dd2 growth, SYBR Green, 72 h; stronger effect = lower value; AID 1159554; actives 2.3% (n = 94,000); in the data active = activity change below about -80%
C diff growth – C. difficile growth inhibition | growth activity, negative = inhibition, % at 16 µg/mL (by protocol) | actives 0.25% (n = 86,000) | Clostridium difficile clinical isolate growth, OD600, 24 h; stronger effect = lower value;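 active = mean growth activity at or below -80% and every replicate also at or below -80%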;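 also: 0% = DMSO wells and -100% = levofloxacin 16 µg/mL wells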
* marks the source's active call; other numbers are inactive results; . = no result given; & = joins results of further samples.

SMILES	Pf Dd2 inh	C diff growth	Tcruzi prolif	KDM4C inh
COc1ccc(NC(=O)Nc2cccc3c2O[C@H](CN(C)Cc2ccc(C(=O)Nc4ccccc4N)cc2)[C@H](C)CN([C@H](C)CO)C3=O)cc1	-93*	7	74	-2.9
COc1ccc(S(=O)(=O)N(C)C[C@@H]2Oc3c(NS(=O)(=O)c4ccc(C)cc4)cccc3C(=O)N([C@H](C)CO)C[C@@H]2C)cc1	-31	-10	63	3.0
CC(C)NC(=O)N(C)C[C@H]1Oc2c(NC(=O)C3CC3)cccc2C(=O)N([C@@H](C)CO)C[C@H]1C	7	2	-11	-0.2
CO[C@@H]1CN(C)C(=O)c2cc(NS(=O)(=O)c3ccc(Cl)cc3)ccc2OC[C@@H](C)N(C(=O)Cc2cccnc2)C[C@H]1C	-8	.	.	0.6
COc1ccc(CN(C)C[C@H]2OCCCC[C@@H](C)Oc3ccc(NC(=O)CCCN(C)C)cc3C(=O)N([C@@H](C)CO)C[C@@H]2C)cc1	-30	-2	-18	0.9
CCS(=O)(=O)N1CC2(C1)CN(S(=O)(=O)c1ccc(C)cc1)[C@H](CO)c1[nH]c3cc(OC)ccc3c12	-40	-5	.	-0.2
Cc1noc(C)c1S(=O)(=O)Nc1ccc2c(c1)C(=O)N([C@@H](C)CO)C[C@H](C)[C@H](CN(C)CC1CC1)OCCCC[C@@H](C)O2	-33	3	3	1.9
C[C@H](CO)N1C[C@H](C)[C@@H](CN(C)C(=O)Nc2ccccc2)Oc2cc(Br)ccc2S1(=O)=O	-17	-2	41	-0.7
COc1cccc(NC(=O)N2C[C@H](O)COC[C@H]3O[C@@H](CC(=O)NCCCN4CCOCC4)CC[C@@H]32)c1	0	1&-3	.	0.2
C[C@H]1CN([C@@H](C)CO)C(=O)c2cc(-c3ccc(F)cc3)cnc2O[C@@H]1CN(C)C(=O)Nc1ccc(F)cc1	-30	9	-68	3.3

Single records, from the list above. Order of screens: Pf Dd2 inh, C diff growth, Tcruzi prolif, KDM4C inh
C[C@H](CO)N1C[C@H](C)[C@@H](CN(C)C(=O)Nc2ccccc2)Oc2cc(Br)ccc2S1(=O)=O across the screens: -17, -2, 41, -0.7
CC(C)NC(=O)N(C)C[C@H]1Oc2c(NC(=O)C3CC3)cccc2C(=O)N([C@@H](C)CO)C[C@H]1C across the screens: 7, 2, -11, -0.2
COc1ccc(S(=O)(=O)N(C)C[C@@H]2Oc3c(NS(=O)(=O)c4ccc(C)cc4)cccc3C(=O)N([C@H](C)CO)C[C@@H]2C)cc1 across the screens: -31, -10, 63, 3.0
COc1ccc(CN(C)C[C@H]2OCCCC[C@@H](C)Oc3ccc(NC(=O)CCCN(C)C)cc3C(=O)N([C@@H](C)CO)C[C@@H]2C)cc1 across the screens: -30, -2, -18, 0.9
CO[C@@H]1CN(C)C(=O)c2cc(NS(=O)(=O)c3ccc(Cl)cc3)ccc2OC[C@@H](C)N(C(=O)Cc2cccnc2)C[C@H]1C across the screens: -8, ., ., 0.6

(continued)
SMILES	Pf Dd2 inh	C diff growth	Tcruzi prolif	KDM4C inh
C[C@@H]1CN([C@H](C)CO)C(=O)c2cc(C3=CCCCC3)cnc2O[C@H]1CN(C)C(=O)c1ccccc1	-1	-1	2	0.4
COCC#Cc1ccc2c(c1)O[C@@H](CN(C)S(=O)(=O)c1ccc(OC)cc1)[C@H](C)CN([C@@H](C)CO)S2(=O)=O	-38	1	.	-0.6
O=C(Nc1ccccc1)N1CC(=O)N2[C@H](CO)[C@@H](c3ccc(C#CC4CCCC4)cc3)[C@@H]2C1	-17	-5	.	0.3
O=C(C[C@@H]1C[C@H]2c3cc(NC(=O)c4cccnc4)ccc3O[C@H]2[C@@H](CO)O1)NC1CCCCC1	24	-1	-34	-0.3
C[C@H]1CCCCO[C@@H](CN(C)C(=O)CCCN(C)C)[C@@H](C)CN([C@@H](C)CO)C(=O)c2cc(NS(C)(=O)=O)ccc2O1	22	-4	-7	1.3
C[C@H]1CN([C@@H](C)CO)C(=O)Cc2cc(N(C)C)ccc2O[C@H]1CN(C)S(=O)(=O)c1ccc(Cl)cc1	-3	6	.	-0.6
O=C(C1CCCC1)N1CC(=O)N2[C@H](C1)[C@@H](c1ccc(C#CCc3ccccc3)cc1)[C@@H]2CO	-89*	-11	.	1.4
O=C(c1cccc(F)c1)N1CC(=O)N2[C@H](CO)[C@H](c3ccc(-c4ccccc4F)cc3)[C@H]2C1	-33	-13	.	0.6
CCS(=O)(=O)N1CC2(CN(Cc3ccccc3OC)[C@H](CO)c3c2c2ccc(OC)cc2n3C)C1	-69	2	.	0.5
C[C@@H]1CN([C@@H](C)CO)C(=O)c2c(c3ccccc3n2C)-c2ccccc2CO[C@H]1CN(C)C(=O)[C@@H]1CCCN1C	-33	-4	43	0.8

(next part)
SMILES	Pf Dd2 inh	C diff growth	Tcruzi prolif	KDM4C inh
COc1ccc(NC(=O)N[C@@H]2C=C[C@H](CC(=O)NCc3ccccn3)O[C@H]2CO)cc1	37	-2	-30	1.6
CCCN1[C@@H]2c3ccc(C4=CCCCC4)c(=O)n3C[C@H]1[C@H](CO)[C@H]2C(=O)NCCc1ccncc1	-6	-3	.	0.2
C[C@H]1CN([C@@H](C)CO)C(=O)c2cc(NS(=O)(=O)c3cccs3)ccc2O[C@@H]1CN(C)Cc1ccncc1	28	-4	-123	-2.1
Cc1noc(C)c1NC(=O)N(C)C[C@H]1OCCCC[C@@H](C)Oc2ccc(NC(=O)Nc3ccc(F)cc3)cc2C(=O)N([C@H](C)CO)C[C@@H]1C	4	2	-24	-1.5
C[C@@H]1CN([C@@H](C)CO)C(=O)c2cc(NC(=O)Nc3ccc(F)cc3)ccc2O[C@@H]1CN(C)C(=O)Nc1ccc(C(F)(F)F)cc1	-29	1	-120	-1.8
O=C(C[C@H]1C[C@@H]2c3cc(NC(=O)C4CCOCC4)ccc3O[C@@H]2[C@H](CO)O1)NCc1ccc(Cl)cc1	12	1	18	1.1
C[C@@H]1CN([C@H](C)CO)S(=O)(=O)c2ccc(/C=C/c3ccccc3)cc2O[C@H]1CN(C)C(=O)C1CC1	-52	16	42	-1.5
COc1ccc(CN(C)C[C@H]2OCCCC[C@@H](C)Oc3ccc(NC(=O)Nc4ccc(OC)cc4)cc3C(=O)N([C@H](C)CO)C[C@H]2C)cc1	-65	.	109*	0.2
CCCC(=O)N1CC2(C1)CN(Cc1ccncc1)[C@H](CO)c1[nH]c3cc(OC)ccc3c12	-59	4	.	1.6
COC(=O)C[C@@H]1CC[C@H]2[C@@H](COc3ccc(NC(=O)Nc4ccc(Cl)cc4)cc3C(=O)N2C)O1	10	3	14	-1.1

Three entries already listed, ordered by the number in KDM4C inh, largest number first:
| Structure | Pf Dd2 inh | KDM4C inh |
| --- | --- | --- |
| COc1ccc(NC(=O)N[C@@H]2C=C[C@H](CC(=O)NCc3ccccn3)O[C@H]2CO)cc1 | 37 | 1.6 |
| Cc1noc(C)c1NC(=O)N(C)C[C@H]1OCCCC[C@@H](C)Oc2ccc(NC(=O)Nc3ccc(F)cc3)cc2C(=O)N([C@H](C)CO)C[C@@H]1C | 4 | -1.5 |
| C[C@@H]1CN([C@@H](C)CO)C(=O)c2cc(NC(=O)Nc3ccc(F)cc3)ccc2O[C@@H]1CN(C)C(=O)Nc1ccc(C(F)(F)F)cc1 | -29 | -1.8 |

Continuation:
SMILES	Pf Dd2 inh	C diff growth	Tcruzi prolif	KDM4C inh
CCCNC(=O)Nc1ccc2c(c1)OC[C@H](C)N(Cc1ccc(-c3ccccn3)cc1)C[C@H](C)[C@@H](OC)CN(C)C2=O	-73	1	.	-1.1
COc1ccc(CN(C)C[C@H]2OCCCC[C@@H](C)Oc3ccc(NC(=O)c4ccccc4)cc3C(=O)N([C@H](C)CO)C[C@H]2C)cc1	-68	0	49	1.3
COc1ccc(CN(C)C[C@@H]2Oc3ccc(NC(=O)Nc4c(C)noc4C)cc3CC(=O)N([C@@H](C)CO)C[C@H]2C)cc1	0	1	18	-0.4
CO[C@@H](CN(C)Cc1nccs1)[C@H](C)CN([C@H](C)CO)S(=O)(=O)c1ccc(C)cc1	13	.	44	1.5
O=C(c1cccc(F)c1)N1C[C@@H]2[C@H](c3ccccc31)[C@@H](CO)N2C(=O)c1ccccn1	-27	-3	34	0.2
CC(C)c1cn(CC[C@@H]2CC[C@@H](NS(=O)(=O)c3ccc(Cl)cc3)[C@@H](CO)O2)nn1	-22	-4	-6	-1.3
O=C(c1ccc2c(c1)OCO2)N1CC(=O)N2[C@H](C1)[C@H](c1ccc(-c3ccccc3)cc1)[C@@H]2CO	8	-6	.	-0.7
CC=Cc1ccc2n(c1=O)C[C@H]1[C@H](CO)[C@@H](C(=O)NCC3CC3)[C@@H]2N1S(=O)(=O)c1cn(C)cn1 (mixture of isomers)	8	-2	3	-1.7
COc1ccc2c3c([nH]c2c1)[C@@H](CO)N(Cc1ccc(Cl)cc1)CC31CCN(Cc2nccs2)CC1	-88*	-5	.	-0.4
CC(C)NC(=O)Nc1ccc2c(c1)C(=O)N([C@@H](C)CO)C[C@H](C)[C@H](CN(C)C(=O)Nc1ccccc1)O2	37	3	-8	-2.3

(more compounds)
SMILES	Pf Dd2 inh	C diff growth	Tcruzi prolif	KDM4C inh
C[C@H](CO)N1C[C@H](C)[C@H](CN(C)C(=O)c2ccc(F)cc2)Oc2ncc(C3=CCCC3)cc2C1=O	-36	-5	60	-0.5
CCC(=O)N1C[C@@H](C)[C@H](OC)CN(C)C(=O)c2cc(NC(=O)C3CC3)ccc2OC[C@@H]1C	4	-2	-5	-1.6
N#C[C@H]1[C@@H](c2ccccc2-c2ccccc2)[C@@H](CO)N1C(=O)Cc1ccncc1	4	-12	.	-1.8
CO[C@@H]1CN(C)C(=O)c2ccc(NC(=O)C3CC3)cc2OC[C@@H](C)N(C(=O)Cc2ccccn2)C[C@@H]1C	21	.	15	0.5
Cc1noc(C)c1NC(=O)Nc1ccc2c(c1)C(=O)N([C@@H](C)CO)C[C@@H](C)[C@H](CN(C)S(=O)(=O)c1cccs1)OCCCC[C@@H](C)O2	11	-1	20	-1.4
C[C@H]1CN([C@@H](C)CO)C(=O)Cc2cc(NS(=O)(=O)c3ccc(Cl)cc3)ccc2O[C@H]1CN(C)C(=O)Nc1ccc(C(F)(F)F)cc1	0	-14	-3	-1.0
COCC#Cc1cnc2c(c1)C(=O)N([C@H](C)CO)C[C@@H](C)[C@@H](CN(C)C(=O)c1ccc(F)cc1)O2	8	-2	13	0.5
C[C@H](CO)N1C[C@H](C)[C@@H](CN(C)S(=O)(=O)c2ccc3c(c2)OCCCO3)OCc2cn(nn2)CCCC1=O	13	.	-25	.
O=C(CCN1CCCCC1)N[C@H]1CC[C@H](CCNC(=O)c2cc(Cl)cc(Cl)c2)O[C@@H]1CO	-13	.	-94	6.5
O=C(Nc1ccccc1F)N1CCCCN2[C@@H](CO)[C@@H](c3ccc(C#Cc4cccnc4)cc3)[C@@H]2C1	-76	10	107*	-0.2
CCCNC(=O)N1[C@@H](C#N)[C@H](c2ccc(-c3cccnc3)cc2)[C@@H]1CO	-6	2	-2	-0.2
C[C@@H]1CN([C@H](C)CO)C(=O)c2cccc(NC(=O)Nc3cccc4ccccc34)c2O[C@H]1CN(C)S(=O)(=O)c1cn(C)cn1	-31	5	-112	-0.1
O=C(NCC[C@@H]1CC[C@H](NC(=O)c2ccncc2)[C@@H](CO)O1)Nc1ccc(Cl)cc1	16	2	0	-1.2
